FUS suppressor = qHTS for Suppressors of FUS Proteinopathy: Primary screen using FUS-linked yeast assay; AID 1347120, 2019; S. cerevisiae FUS-expressing, growth rescue, OD600, 24 h; hit rate 0.24% among 390,000; Potency, µM (titrated, usually from 76.6 µM), for inactives: at the highest dose growth rescue (activation), usual class: activators;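 further: potency means the concentration at half of the fitted maximal effect; plate controls were DMSO vehicle for no effect and reference control for full effect; nearly all actives have a fitted effect of over 55% in size; some results filed as inactive show a strong effect at the top dose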
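Galactose (2%) drives FUS expression in yeast precultured in raffinose; seeding density OD 0.005. Test compounds incubated 24hr at 30C and 99% humidity before absorbance at 600 nm was measured.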
EPAC2 antagonist = qHTS for Antagonist of cAMP-regulated guanine nucleotide exchange factor 2 (EPAC2): primary screen; EPAC2 GEF exchange of Rap1B-BODIPY-GDP, fluorescence; Rap guanine nucleotide exchange factor 4 (Homo sapiens), Q8WZA2; Potency, µM (highest dose often 114 µM), for the others: top-dose activity, negative = inhibition, most hits filed as inhibitors; hit rate 0.18% among 360,000; further: potency means the concentration at half of the fitted maximal effect; on the % scale 0 is the no-effect control and ±100 the full control effect; nearly all actives have a fitted effect of over 45% in size; many of its hits are not listed in these tables
Target sequence (Q8WZA2 whole entry, looked up): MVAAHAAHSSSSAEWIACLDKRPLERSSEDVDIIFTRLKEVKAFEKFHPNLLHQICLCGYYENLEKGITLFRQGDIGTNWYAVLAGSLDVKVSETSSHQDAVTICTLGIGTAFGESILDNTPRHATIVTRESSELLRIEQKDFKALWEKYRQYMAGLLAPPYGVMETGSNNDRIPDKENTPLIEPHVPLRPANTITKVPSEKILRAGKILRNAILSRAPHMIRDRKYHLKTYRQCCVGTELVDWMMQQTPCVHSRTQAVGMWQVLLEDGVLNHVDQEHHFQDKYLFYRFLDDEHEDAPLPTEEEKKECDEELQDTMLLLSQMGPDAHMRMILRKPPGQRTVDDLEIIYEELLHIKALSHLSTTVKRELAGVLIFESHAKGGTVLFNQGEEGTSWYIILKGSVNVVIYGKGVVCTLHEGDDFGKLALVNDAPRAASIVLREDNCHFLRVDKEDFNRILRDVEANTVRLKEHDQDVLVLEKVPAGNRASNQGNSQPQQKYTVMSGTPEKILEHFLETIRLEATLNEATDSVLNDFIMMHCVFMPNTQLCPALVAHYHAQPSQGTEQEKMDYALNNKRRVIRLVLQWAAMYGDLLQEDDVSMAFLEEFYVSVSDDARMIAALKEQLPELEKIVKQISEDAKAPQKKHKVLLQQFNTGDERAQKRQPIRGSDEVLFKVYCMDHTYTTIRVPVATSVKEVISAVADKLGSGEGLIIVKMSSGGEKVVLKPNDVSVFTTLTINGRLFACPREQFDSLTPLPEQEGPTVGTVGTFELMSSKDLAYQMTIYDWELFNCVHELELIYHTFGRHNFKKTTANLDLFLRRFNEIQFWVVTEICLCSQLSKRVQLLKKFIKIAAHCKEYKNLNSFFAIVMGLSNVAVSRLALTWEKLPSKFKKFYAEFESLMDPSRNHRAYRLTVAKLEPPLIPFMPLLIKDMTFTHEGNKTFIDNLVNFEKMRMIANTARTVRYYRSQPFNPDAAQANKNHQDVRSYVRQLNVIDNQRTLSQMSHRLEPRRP
DRD3 antagonist = qHTS of D3 Dopamine Receptor Antagonist: qHTS; D(3) dopamine receptor (Homo sapiens), P35462; D3R cells, DiscoveRx beta-arrestin luminescence, antagonist mode; active compounds read low; max response, negative = inhibition, %; hit rate 2.5% among 360,000; in the data active means max response below about -50%; inconclusive means no clear call, values can overlap the other calls; further: on the % scale 0 is the no-effect control and ±100 the full control effect; mostly tested at two doses, the higher about 12 µM
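Cells plated overnight at 1500 cells/well, then exposed to library compounds with dopamine controls for 90 minutes at 37 degrees C. DiscoveRx reagent added for 30–60 minutes at room temperature; luminescence read, quantitative HTS format.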
TDP-43 yeast inh = qHTS of TDP-43 Inhibitors; TDP-43 expressing yeast growth rescue, BacTiter-Glo, 24 h; Potency, µM (top dose mostly 46.1 µM), without a hit: at the top dose growth rescue (activation), most hits filed as activators; hit rate 1.8% among 410,000; further: potency means the concentration at half of the fitted maximal effect; % of control where 0% means no effect; nearly all actives have a fitted effect of over 50% in size
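Yeast expressing TDP-43 (pregrown in raffinose, seeded at OD600=0.02 in galactose medium) exposed to compounds 24 hr at 30 deg C. Growth read by BacTiter-Glo luminescence; rescue of toxicity appears as increased signal.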
aSyn rescue = qHTS of alpha-syn Inhibitors; hit rate 0.14% among 370,000; Yeast expressing alpha-synuclein, growth rescue, BacTiter-Glo, 24 h; Potency, µM (highest dose often 46.1 µM), for inactives: top-dose growth rescue (activation), most hits filed as activators; AID 652106, 2013; further: potency means the concentration at half of the fitted maximal effect; % of control where 0% means no effect; nearly all actives have a fitted effect of over 65% in size
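Rescue of yeast growth: cells expressing toxic alpha-synuclein, induced in galactose at OD600 0.02, incubated with compound 24 h at 30 C. ATP luminescence quantified growth; inhibitors of toxicity appear as activators.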
DRD3 agonist = qHTS of D3 Dopamine Receptor Agonist: qHTS. D(3) dopamine receptor (Homo sapiens), P35462. D3R DiscoveRx beta-arrestin cells, luminescence, 90 min. max activation, %. hit rate 0.58% among 410,000; in the data active means max activation above about 30%; further: 0% is about no effect; mostly tested at two doses, the higher about 12 µM
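Agonist mode: compounds and dopamine controls were applied to plated cells for 90 min at 37 degrees C after an overnight attachment at 1500 cells/well. Luminescent read-out followed 30 - 60 minutes at room temperature with DiscoveRx detection reagent.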
EPAC2 agonist = qHTS for Agonist of cAMP-regulated guanine nucleotide exchange factor 4 (EPAC2): primary screen; Rap guanine nucleotide exchange factor 4 (Homo sapiens), Q8WZA2; EPAC2 activation, biochemical qHTS; response scale: 100% = 6.5 mM cAMP response; Potency, µM (highest dose often 154 µM), for inactives: at the top dose activation, actives largely listed as activators; hit rate 0.079% among 360,000; AID 720711, 2013; further: potency means the concentration at half of the fitted maximal effect; nearly all actives have a fitted effect of over 50% in size
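EPAC2 (100 nM) mixed with Rap1B loaded with BODIPY-GDP (250 nM) plus 50 uM unlabeled GDP; compounds pinned in, 5 min RT, then read every 5 min for 30 min (ex 480, em 540 nm). Normalized to cAMP control.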
Abeta yeast res = qHTS for compounds that reverse cellular toxicity of Amyloid beta (A-beta) peptide in yeast: Primary Screen | yeast expressing A-beta42, growth rescue, OD600, 48 h; response scale: 0% DMSO, 100% iron-clioquinol control | Potency, µM (series often up to 46.1 µM), for inactives: at the top dose growth rescue, usual class: activators | hit rate 0.063% among 410,000 | AID 1347071, 2019; further: potency means the concentration at half of the fitted maximal effect; nearly all actives have a fitted effect of over 55% in size
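Yeast A-beta toxicity model in growth medium with pinned compounds, 48 h at 30 C; growth read as absorbance at 600 nm. Normalized to FeCl3/clioquinol equimolar mix (positive) and DMSO (negative).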
An asterisk follows results filed as active; ? = inconclusive; . = no result given; & = joins results of further samples; [ ] = another dose, or the depositor's remark. Unless noted, the call rests on the fitted dose curve; in most records, active means well fitted curve in the direction sought with a large enough effect; inconclusive means small, poorly fitted or top-dose-only effect, or another doubt; inactive means no such curve, though single readings can be large; an effect the other way counts as inactive or inconclusive. A portion of the library; rates above refer to the full screens.

Molecule	FUS suppressor	EPAC2 antagonist	DRD3 antagonist	TDP-43 yeast inh	aSyn rescue	DRD3 agonist	EPAC2 agonist	Abeta yeast res
CC(=O)N(/N=C/c1cccc(C)c1)c1nc(-c2ccc(Br)cc2)cs1	-16.8%	-0.4%	-7.7	-1.8%	-4.4%	0.2	4.4%	-2.7%
O=C(NCc1ccccc1)C1c2ccccc2OCC(=O)N1CCCN1CCOCC1 (stereo unspecified)	-14.0%	8.1%	0.2	23.7%	-2.2%	5.5	5.7%	-6.2%
CCCCC(=O)NCc1ccc(Cl)cc1	.	-3.3%	-20.8	8.4%	-5.5%	-3.8	-15.7%	17.7%
O=C(/C=C/c1cccc(Br)c1)N1CCN(c2cccc(C(F)(F)F)c2)CC1	25.1%	-5.2%	9.1	17.4%	11.4%	3.3	-7.6%	19.5%
O=C(CSc1nccc(=O)[nH]1)c1ccco1	-0.3%	5.1%	-17.9	21.1%	-3.6%	-5.3	6.1%	0.4%
CNC(=O)c1ccc(N(Cc2ccccc2C)S(C)(=O)=O)cc1	.	-23.0%	2.2	-6.8%	-4.0%	3.8	12.6%	-12.6%
Cc1ccc(C)c(NC(=O)c2nnn(CC(=O)Nc3cccc(C)c3C)c2N)c1	-9.5%	.	.	23.4%	.	40.3*	.	-12.6%
O=C(Cc1cccs1)N(CC1CCCO1)C1(C(=O)NC2CCCCC2)CCCCC1 (stereo unspecified)	16.2%	4.6%	2.0	17.3%	11.1%	-7.4	-2.5%	-1.1%
OC1(c2cn(Cc3ccccc3)nn2)CCCCC1	-64.1%	15.1%	0.0	22.5%	4.0%	3.9	3.4%	14.1%[9.22 µM]
c1ccc(-c2csc(CN3CCCCC3)n2)cc1	-10.6%	0.4%	-50.4*	-7.8%	11.5%	-16.8	6.1%	1.9%
O=C(NCc1ccccc1CN1CCCC1)c1ccc(OCc2cscn2)cc1	4.0%	-1.9%	4.0	5.9%	8.3%	-3.2	12.6%	-5.8%
O=C(N/N=C/c1ccc(Cl)s1)C(O)c1ccccc1 (stereo unspecified)	-17.3%	1.1%	-5.9	23.3%	0.3%	-5.1	5.0%	9.6%
Cc1cc(NC(=O)Cn2c(=O)n(Cc3ccccc3)c(=O)c3ccccc32)no1	.	5.5%	4.0	-2.1%	-0.1%	6.6	0.4%	21.6%
CC1CCCCC1NC(=O)CN1c2cccc3cccc(c23)S1(=O)=O (stereo unspecified)	.	-25.1%	-5.1	1.2%	2.4%	2.0	-10.5%	8.0%
COc1ccc(C(=O)NCC(=O)OCc2nc(N)nc(Nc3ccccc3C)n2)cc1	21.3%	12.9%	-10.5	-8.0%	-2.5%[1.84 µM]	-16.0	3.2%	-7.7%
O=C1C2CC=CCC2C(=O)N1CNc1ccccc1 (stereo unspecified)	-13.6%	1.3%	14.9	-6.1%	-2.7%	5.1	4.1%	3.6%
Cc1cc(C)nc(NC(=O)/C=C/c2ccc(Cl)cc2Cl)c1	.	2.0%	-6.5	7.08µM*	-17.3%	1.4	0.5%	-8.1%
Oc1ccc2ccccc2c1CNn1cnnc1	0.1%	-0.3%	7.9	9.0%	-1.7%	-0.6	4.7%	18.6%
CC(CCCCCCCCC(=O)O)N(CCO)C(=O)OC(C)(C)C (stereo unspecified)	38.5%	-8.7%	8.7	?	?	-0.1	0.7%	10.3%
CCc1ccc2occ(CC(=O)Nc3c(C(=O)Nc4ccc(OC)cc4)oc4ccccc34)c2c1	-12.9%	.	.	0.4%	.	9.9	.	18.8%
CCn1cc(S(=O)(=O)c2ccc(Cl)cc2)c(=O)c2cc(F)c(N3CCOCC3)cc21	-31.9%	.	.	7.2%	.	-16.3	.	-5.4%
O=C(CSc1ncnc2c1cnn2-c1cccc(Cl)c1)NCC1CCCO1 (stereo unspecified)	.	3.1%	16.3	?	3.5%	8.1	-8.0%	0.2%
CSCCC(NS(=O)(=O)Cc1ccccc1)C(=O)NNc1ccccc1 (stereo unspecified)	-7.9%	12.6%	0.0	29.1%	6.6%	1.9	-0.9%	-5.6%
O=C(NCCC(NS(=O)(=O)OCC(Cl)(Cl)Cl)c1ccccc1)C(F)(F)F (stereo unspecified)	-2.2%	0.7%	0.3	24.4%	-0.1%	9.8	0.3%	2.1%
CCCCS(=O)(=O)/C=C\C=C/S(=O)(=O)CCCC	-9.2%	-1.7%	-16.2	?	-67.5%[inhibitor]	-33.4	5.3%	-93.7%[inhibitor]
CC(Sc1nnc(-c2cccs2)n1Cc1ccccc1)C(=O)NCc1ccc2c(c1)OCO2 (stereo unspecified)	21.7%	-1.5%	-10.2	-5.5%	-1.9%	-5.2	1.0%	-3.0%
O=C(c1ccc(Cl)cc1)N1CCN(c2ncccn2)CC1	22.6%	-8.6%	-20.9	2.4%	-2.5%	3.5	10.5%	-9.4%
CCCCn1nc2cc(C(=O)NC3CCc4ccccc43)ccc2c1OCC (stereo unspecified)	25.9%	7.6%	-10.2	18.7%	3.4%	1.9	8.5%	-6.5%
CCc1nc2ccc(C(=O)Nc3cccc(NS(C)(=O)=O)c3)cn2c1N(CC)CCOC	-15.8%	8.6%	25.1	-12.8%	-6.1%	3.0	-6.6%	-0.2%
CCSc1ccc(-c2ccc(C)cc2)nn1	11.6%	2.4%	15.6	3.8%	0.0%	0.9	13.2%	-7.6%

Single values from above:
CC(CCCCCCCCC(=O)O)N(CCO)C(=O)OC(C)(C)C (stereo unspecified) in EPAC2 antagonist is listed with -8.7%
O=C(NCCC(NS(=O)(=O)OCC(Cl)(Cl)Cl)c1ccccc1)C(F)(F)F (stereo unspecified) in TDP-43 yeast inh is listed with 24.4%

(next part)
Molecule	FUS suppressor	EPAC2 antagonist	DRD3 antagonist	TDP-43 yeast inh	aSyn rescue	DRD3 agonist	EPAC2 agonist	Abeta yeast res
Cc1cccc(N(CC(=O)NC(C)(C)C)C(=O)CCC(=O)Nc2nccs2)c1	-11.0%	1.7%	13.3	7.5%	-0.5%	-7.3	6.2%	7.9%
CC(C)(C)n1ncc2c(=O)n(CC(=O)OCc3ccccc3)cnc21	-5.3%	-27.1%[57.1 µM]	?	-25.6%	13.8%	4.5	-19.5%	-32.0%
C[C@H](CO)N1C[C@H](C)[C@@H](CN(C)C(=O)Nc2ccc3c(c2)OCO3)Oc2c(NS(=O)(=O)c3ccccc3)cccc2C1=O	28.2%	8.9%	-3.3	8.8%	0.9%	15.1	1.2%	3.8%
Cc1ccc(S(=O)(=O)N(CC(=O)Nc2ccc(Cl)cc2Cl)c2ccccc2C)cc1	35.0%	.	.	10.8%	.	4.5	.	-14.9%
Cc1cc(OCC(=O)Nc2cnn(CCCC(=O)O)c2)ccc1Cl	-12.8%&1.0%	9.5%	-14.7	-6.6%&16.0%	1.0%&4.2%	-12.3&7.0	3.4%	-12.2%&-4.4%
O=C(CC(Cc1ccccc1)C(=O)O)NCCc1ccc2c(c1)OCO2 (stereo unspecified)	-9.9%	-2.5%	20.6	26.2%	-2.0%	6.0	2.0%	19.1%
CC(=O)N1CCN(C(=S)c2cccc([N+](=O)[O-])c2)CC1	.	7.9%	8.8	13.7%	-5.8%	1.3	-7.5%	18.1%
CC(Sc1nnc(C2CC2)n1C1CC1)C(=O)NCc1cccs1 (stereo unspecified)	-8.6%	20.2%	16.9	6.9%	5.2%	1.7	9.3%	9.3%
COc1ccc(Cl)cc1NC(=O)COC(=O)c1ccc(C)o1	-14.4%	1.1%	-8.5	?	-3.4%	-5.1	-0.9%	-1.7%
CCCCN1CCc2c(c3ccccc3n2Cc2ccccc2)C1	-18.6%	-23.9%	-93.3*	10.1%	11.2%	-21.3	-0.3%	-5.1%
Cc1ccc(C(=O)Nc2ccc(S(=O)(=O)N3CCN(C)CC3)cc2)cc1	1.6%	2.5%	?	-0.5%	4.7%	-2.2	0.7%	-2.8%
CC(C)n1cnnc1SCC(=O)NNC(=O)COc1ccc(Cl)cc1	-9.1%	-4.0%	12.5	3.5%	1.9%	5.9	7.8%	0.8%
COCCNC(=O)C(=O)NCC1CCCN1S(=O)(=O)c1cccs1 (stereo unspecified)	5.4%	4.3%	-2.8	-6.8%	-8.4%	-0.2	-0.2%	-2.1%
O=C(Cn1ccc(C(F)(F)F)n1)NNC(=O)c1cccnc1	-20.1%	3.1%	0.8	-1.2%	-1.4%	-8.2	7.6%	9.2%
O=C(CC1(CC2=NS(=O)(=O)c3ccccc3N2)CCCC1)NCCc1ccccc1	40.8%	-5.1%	5.6	?	16.8%	-3.3	10.3%	-28.4%
O=C(N/N=C(/c1ccccc1)c1ccncc1)c1ccc2c(c1)OCO2	.	-5.8%	0.0	9.3%	10.6%	-2.5	2.1%	-6.9%
COc1cc(/C=C(/C#N)C(=O)Nc2cc(C(F)(F)F)ccc2Cl)ccc1OCC(=O)Nc1cccc(C(F)(F)F)c1	10.0%	-5.4%	-6.2	-15.1%	-4.2%	-4.9	7.7%	-0.1%
COCC(=O)NC1CCN(CC(=O)Nc2ccc(OC)cc2[N+](=O)[O-])CC1	13.6%	12.6%	7.8	-12.8%	0.2%	0.4	4.2%	-4.9%
C=CCn1c(Cc2nc3ccc(Cl)cc3[nH]2)n[nH]c1=S	?	-3.6%	-11.4	20.8%	9.2%	-3.8	5.0%	20.1%
CC1(C)Cc2c(sc(NC(=O)C(=O)N3CCCCC3)c2C(N)=O)CO1	-1.9%	-9.8%	18.4	-1.0%	-0.3%	-1.4	-4.6%	-10.2%
COc1ccccc1-c1nn(Cc2ccccc2)cc1C(=O)N1CCN(c2ncccn2)CC1	.	-3.1%	23.9	0.4%	0.6%	1.9	-4.5%	-5.2%
Cc1nn(CC(=O)Nc2ccc(Cl)c(S(=O)(=O)N(C)C)c2)c(C)c1[N+](=O)[O-]	.	-1.1%	-21.1	18.7%	2.3%	-3.0	-0.3%	4.7%
